PREPL inhibitor: PREPL enzyme inhibitors, primary screen, biochemical, fluorescence polarization; recombinant PREPL, fluorescence polarization activity-based probe; inhibition, % at 5.96 µM; 320,000 compounds, 0.68% hits; in the data active means inhibition above about 43%;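 further: 0% = enzyme with DMSO and 100% = wells lacking enzyme; many of its hits are not listed in these tables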
PP5 inh: PP5 phosphatase inhibitors, primary screen, biochemical, fluorescence. purified PP5c, OMFP substrate fluorescence. inhibition, % at 6.7 µM. 320,000 compounds, 0.18% hits. AID 1987, 2009;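 active means inhibition above the campaign's mean inhibition across all tested compounds plus 3 SD, cut at about 9.5% in these data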;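 further: 0% = DMSO only and 100% = 100 µM cantharidin control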
LYPLA2 inh: LYPLA2 inhibitors, primary screen, counter-screen for PME1 inhibitor project, biochemical, fluorescence polarization, FP-Rh probe ABPP; recombinant LYPLA2; inhibition, % at 5.9 µM; 320,000 compounds, 0.38% hits; AID 2177, 2009;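 active means inhibition above the screen-wide mean plus 3 SD, limit set per campaign, cut at about 26% in these data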;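 further: 0% = LYPLA2 with DMSO and 100% = wells lacking LYPLA2 enzyme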
Target sequence (O95372 whole entry, looked up): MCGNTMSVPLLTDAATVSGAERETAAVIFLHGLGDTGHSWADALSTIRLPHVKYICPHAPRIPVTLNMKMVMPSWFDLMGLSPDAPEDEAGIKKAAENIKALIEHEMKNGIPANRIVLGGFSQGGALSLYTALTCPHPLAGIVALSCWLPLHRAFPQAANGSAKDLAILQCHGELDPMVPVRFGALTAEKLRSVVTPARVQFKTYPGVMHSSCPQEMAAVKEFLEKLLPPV
CTSL1 counter: Fasciola hepatica cathepsin L1 inhibitors, primary screen, counter-screen for PFM18AAP inhibitor project, biochemical, QFRET, fluorogenic peptide substrate. 300,000 compounds, 0.49% hits. inhibition, % at 5.96 µM. AID 1906, 2009. recombinant F. hepatica cathepsin L1, Z-Leu-Arg-MCA fluorescence;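 active means inhibition above the mean of all tested compounds plus 3 SD, set per screening campaign, cut at about 17% in these data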;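 further: 0% = plate median of test compound wells and 100% = 1 µM Z-Phe-Ala-diazomethylketone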
Efflux pump inh: inhibitors of Candida efflux pumps in yeast, primary screen, S. cerevisiae, Nile Red, multiplex | S. cerevisiae Candida pump triplex | inhibition, % at 10 µM | 330,000 compounds, 0.44% hits | AID 485275, 2010;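 active means plate passing quality check with inhibition over a set limit, or well fluorescence over plate mean plus 4 SD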;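 further: Nile Red retained in pooled yeast measured as flow cytometry median fluorescence; 0% = buffer negative control and 100% = Enniatin B positive control; higher means more Nile Red kept so more efflux inhibition; some compounds called inactive have numbers as strong as hits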
PP1 counter: PP1-alpha phosphatase inhibitors, primary screen, counter-screen for PP5 inhibitor project, biochemical, fluorescence, OMFP substrate, single point; Serine/threonine-protein phosphatase PP1-alpha catalytic subunit (Homo sapiens), P62136; inhibition, % at 6.7 µM; purified PP1alpha; AID 2235, 2010; 320,000 compounds, 0.9% hits;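 active means inhibition above the mean inhibition of all tested compounds plus 3 SD, computed separately for each screening campaign, cut at about 15% in these data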
Target sequence (P62136 whole entry, looked up): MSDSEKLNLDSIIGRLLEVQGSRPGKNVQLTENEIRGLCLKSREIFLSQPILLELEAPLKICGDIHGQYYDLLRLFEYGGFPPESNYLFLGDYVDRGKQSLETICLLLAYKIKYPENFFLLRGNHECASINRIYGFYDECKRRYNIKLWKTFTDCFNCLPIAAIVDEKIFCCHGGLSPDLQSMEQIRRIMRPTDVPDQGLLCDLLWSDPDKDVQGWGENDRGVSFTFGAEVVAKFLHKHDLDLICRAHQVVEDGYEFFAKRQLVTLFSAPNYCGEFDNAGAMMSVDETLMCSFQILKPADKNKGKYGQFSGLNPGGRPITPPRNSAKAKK
TPT1 inh: Candida albicans TPT1 enzyme inhibitors, primary screen, biochemical, fluorescence polarization. tRNA 2'-phosphotransferase TPT1 (Candida albicans SC5314). recombinant caTPT1, FP RNA substrate dephosphorylation. inhibition, % at 5 µM. 300,000 compounds, 0.81% hits;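 active means inhibition above the mean of all tested compounds plus 3 SD, set per screening campaign, cut at about 24% in these data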;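 further: plate controls were DMSO alone for no effect and ferristatin control at 100 nM for full effect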
GASC-1 inh: inhibitors of GASC-1 histone demethylase, primary screen, biochemical, fluorescence, DELFIA europium; inhibition, % at 2.35 µM; GST-JMJD2C(1-420) H3K9me3 demethylation; 330,000 compounds, 0.069% hits; AID 2099, 2009;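 active means more than half of a compound's replicate wells show inhibition beyond 50%, single wells judged on their own value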;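 further: signal counts dimethyl H3K9 product captured on neutravidin plate; 0% = median of DMSO wells and 100% = 0.3 times that DMSO median; strong numbers were not always called active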
Target sequence (Q9H3R0 1-420 limits assumed): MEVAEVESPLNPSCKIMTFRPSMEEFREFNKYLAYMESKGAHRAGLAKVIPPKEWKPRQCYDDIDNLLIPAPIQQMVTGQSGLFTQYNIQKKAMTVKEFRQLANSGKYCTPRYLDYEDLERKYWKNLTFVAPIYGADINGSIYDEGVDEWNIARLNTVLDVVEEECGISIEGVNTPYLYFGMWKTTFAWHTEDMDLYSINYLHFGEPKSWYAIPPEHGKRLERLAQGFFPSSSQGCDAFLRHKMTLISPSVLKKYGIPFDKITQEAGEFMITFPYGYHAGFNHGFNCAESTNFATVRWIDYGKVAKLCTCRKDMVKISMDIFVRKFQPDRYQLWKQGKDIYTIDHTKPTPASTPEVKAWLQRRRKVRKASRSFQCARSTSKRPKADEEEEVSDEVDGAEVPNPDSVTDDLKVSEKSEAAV
core dimer inh: inhibitors of HCV core protein dimerization, primary screen, biochemical, TR-FRET, high-throughput. TR-FRET GST/Flag-core106 dimerization, 1536-well. inhibition, % at 5 µM. 300,000 compounds, 0.33% hits. AID 1899, 2009;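 active means inhibition above the mean of all tested compounds plus 3 SD, set per screening campaign, cut at about 45% in these data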
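assay system = GST-tagged and Flag-tagged HCV core protein residues 1-106 | controls = unlabelled core106 and no-GST-core106 wells | incubation = compound-protein-antibody incubation 4 h at 22.5 °C | probe or stimulus = Eu donor and XL665 acceptor anti-tag antibodies | read-out = % inhibition based on acceptor/donor emission ratio | signal = TR-FRET 671 and 617 nm emission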
Starred values were filed as active, the others as inactive. The list is partial, so the mix of outcomes need not match the whole.

What do the screens show for `COc1cccc(/C(O)=C/c2nc3ccc(C(=O)NCCc4cccc(C)c4)cc3[nH]c2=O)c1`?
PREPL inhibitor: 0.0; PP5 inh: -1.7; LYPLA2 inh: 0.1; CTSL1 counter: -0.3; Efflux pump inh: -0.4; PP1 counter: 4.5; TPT1 inh: -2.2; GASC-1 inh: 1.1; core dimer inh: -0.3

What do the screens show for `O=C(Nc1ccc2nc3n(c(=O)c2c1)CCCC3)c1cccc([N+](=O)[O-])c1`?
PREPL inhibitor: 1.5; PP5 inh: 3.1; LYPLA2 inh: 2.8; CTSL1 counter: -1.7; Efflux pump inh: -0.3; PP1 counter: 0.1; TPT1 inh: 0.0; GASC-1 inh: 3.0; core dimer inh: -19.0

What do the screens show for `CCOC(=O)c1c(C)[nH]c(C(=O)N2CCC(C(=O)OCC)CC2)c1C`?
PREPL inhibitor: 9.8; PP5 inh: 2.3; LYPLA2 inh: 3.8; CTSL1 counter: -3.3; Efflux pump inh: 0.0; PP1 counter: -1.6; TPT1 inh: 2.9; GASC-1 inh: 19.8; core dimer inh: -2.4

How did COc1ccc(C(=O)N/N=C(\C)CC(=O)Nc2ccc(Cl)cn2)cc1 do in these assays?
PREPL inhibitor: 3.7; PP5 inh: 1.0; LYPLA2 inh: -2.1; CTSL1 counter: 3.3; Efflux pump inh: 0.0; PP1 counter: 0.5; TPT1 inh: -1.2; GASC-1 inh: 2.4; core dimer inh: 5.0

What do the screens show for `O=C(O)CNc1ncccc1[N+](=O)[O-]`?
PREPL inhibitor: 4.6; PP5 inh: 1.7; LYPLA2 inh: -0.2; CTSL1 counter: 1.8; Efflux pump inh: -0.4; PP1 counter: -0.2; TPT1 inh: -7.3; GASC-1 inh: -4.4; core dimer inh: -7.5

How did Cc1ccc(-c2nsc(SCC(=O)NCC3CCCO3)n2)cc1 (stereo not given) do in these assays?
PREPL inhibitor: -3.8; PP5 inh: 1.8; LYPLA2 inh: 10.8; CTSL1 counter: -3.9; Efflux pump inh: -0.1; PP1 counter: 1.2; TPT1 inh: -1.0; GASC-1 inh: -3.8; core dimer inh: 0.8

How did Cc1[nH]nc(S(=O)CC(=O)O)c1[N+](=O)[O-] (stereo not given) do in these assays?
PREPL inhibitor: -5.4; PP5 inh: -1.1; LYPLA2 inh: 2.6; CTSL1 counter: -4.6; Efflux pump inh: -0.1; PP1 counter: -3.3; TPT1 inh: -5.6; GASC-1 inh: -3.1; core dimer inh: -0.6

What do the screens show for `Cc1ccc(C(=O)NCC(C)NC(=O)c2ccc(C)c(C)c2)cc1C` (stereo not given)?
PREPL inhibitor: 12.6; PP5 inh: 3.4; LYPLA2 inh: 2.6; CTSL1 counter: 1.2; Efflux pump inh: 0.0; PP1 counter: 0.3; TPT1 inh: -2.5; GASC-1 inh: 5.0; core dimer inh: -9.1

What do the screens show for `COc1ccc(-c2n[nH]c(=S)n2C2CCCCC2)cc1`?
PREPL inhibitor: 6.6; PP5 inh: 2.9; LYPLA2 inh: 6.8; CTSL1 counter: -5.1; Efflux pump inh: 0.0; PP1 counter: -1.6; TPT1 inh: -3.2; GASC-1 inh: 31.1; core dimer inh: -2.1

How did CC(=O)c1cccc(NC(=O)CN(C)S(=O)(=O)c2ccc3c(c2)CCC(=O)N3)c1 do in these assays?
PREPL inhibitor: 8.2; PP5 inh: 1.5; LYPLA2 inh: 3.6; CTSL1 counter: 2.5; Efflux pump inh: 0.0; PP1 counter: -4.2; TPT1 inh: -1.0; GASC-1 inh: 0.7; core dimer inh: 1.8

Results for COc1ccc(C(=O)CCc2nc3ccccc3s2)cc1 ?
PREPL inhibitor: -13.3; PP5 inh: -0.9; LYPLA2 inh: 0.1; CTSL1 counter: -2.0; Efflux pump inh: 0.1; PP1 counter: -4.3; TPT1 inh: 8.6; GASC-1 inh: -2.1; core dimer inh: 9.9

Results for COc1ccc(N2C(=O)CC(Nc3ccc(N4CCOCC4)cc3)C2=O)c(OC)c1 (stereo not given) ?
PREPL inhibitor: 7.8; PP5 inh: 1.6; LYPLA2 inh: 7.5; CTSL1 counter: 2.4; Efflux pump inh: 0.0; PP1 counter: 1.9; TPT1 inh: -1.4; GASC-1 inh: 17.2; core dimer inh: -6.1

Results for Cc1cc(C)n(-c2nc3ccccc3nc2NCCc2ccccc2)n1 ?
PREPL inhibitor: -4.6; PP5 inh: -0.4; LYPLA2 inh: -1.0; CTSL1 counter: 0.3; Efflux pump inh: -0.1; PP1 counter: 4.9; TPT1 inh: -4.8; GASC-1 inh: 2.0; core dimer inh: -3.5

How did O=C1C(C=Nc2ccccc2)=C(O)c2ccccc21 do in these assays?
PREPL inhibitor: 9.7; PP5 inh: 0.3; LYPLA2 inh: -1.2; CTSL1 counter: 3.5; Efflux pump inh: 0.0; PP1 counter: -0.8; TPT1 inh: -4.2; GASC-1 inh: -0.3; core dimer inh: -2.0

What do the screens show for `CC1(c2ccccc2Cl)NC(=O)N(CC(=O)Nc2ccccc2OC(F)F)C1=O` (stereo not given)?
PREPL inhibitor: -9.5; PP5 inh: 1.8; LYPLA2 inh: 8.2; CTSL1 counter: -2.4; Efflux pump inh: 0.0; PP1 counter: -1.1; TPT1 inh: 0.6; GASC-1 inh: 11.6; core dimer inh: 2.5

Results for Cc1ccc(C(=O)CN2C(=O)NC3(CCOc4ccccc43)C2=O)s1 (stereo not given) ?
PREPL inhibitor: 7.8; PP5 inh: 4.1; LYPLA2 inh: 7.3; Efflux pump inh: -0.1; PP1 counter: -1.7; GASC-1 inh: 0.8

What do the screens show for `COc1cc(/C=N/NC(=O)c2cccnc2)ccc1OC(=O)c1ccc2c(c1)OCO2`?
PREPL inhibitor: 26.8; PP5 inh: 1.5; LYPLA2 inh: -46.0; CTSL1 counter: 1.8; Efflux pump inh: 0.1; PP1 counter: -1.2; TPT1 inh: 5.8; GASC-1 inh: -10.1; core dimer inh: 0.1

What do the screens show for `O=C(NCC(c1cccnc1)N1CCN(c2ccc(F)cc2)CC1)c1cccc(Cl)c1` (stereo not given)?
PREPL inhibitor: -1.7; PP5 inh: 1.3; LYPLA2 inh: -3.3; CTSL1 counter: 0.9; Efflux pump inh: -0.2; PP1 counter: 0.3; TPT1 inh: 0.8; GASC-1 inh: 8.5; core dimer inh: -0.7

Results for COc1ccc(N2CCN(C3CCCCC3NS(=O)(=O)c3ccc(Cl)cc3)CC2)cc1 (stereo not given) ?
PREPL inhibitor: -27.1; PP5 inh: 4.6; LYPLA2 inh: 6.0; CTSL1 counter: -0.2; Efflux pump inh: 0.0; PP1 counter: 2.5; TPT1 inh: -1.2; GASC-1 inh: -4.9; core dimer inh: 1.7

What do the screens show for `COc1ccc(OCCC(=O)OCC(=O)Nc2cccc(S(=O)(=O)N3CCOCC3)c2)cc1`?
PREPL inhibitor: 0.8; PP5 inh: 0.9; LYPLA2 inh: -3.5; CTSL1 counter: -4.6; Efflux pump inh: 0.1; PP1 counter: -5.3; TPT1 inh: 1.9; GASC-1 inh: -10.0; core dimer inh: 0.1

How did O=C(COC(=O)c1cccc(S(=O)(=O)N2CCOCC2)c1)Nc1ccc2c(c1)OCO2 do in these assays?
PREPL inhibitor: 1.2; PP5 inh: -1.6; LYPLA2 inh: 6.5; CTSL1 counter: -14.3; Efflux pump inh: 0.0; PP1 counter: -5.4; TPT1 inh: -1.9; GASC-1 inh: 3.6; core dimer inh: 4.7

Results for COc1ccc(N2C(=O)C(F)(F)C2c2cccc(F)c2)cc1 (stereo not given) ?
PREPL inhibitor: -2.4; PP5 inh: -0.5; LYPLA2 inh: 1.0; CTSL1 counter: 1.1; Efflux pump inh: 0.1; PP1 counter: 4.0; TPT1 inh: -2.8; GASC-1 inh: -2.1; core dimer inh: -4.1

How did COc1ccc(N(C(=O)CNC(=O)c2cccs2)C(C(=O)NCC2CCCO2)c2ccccc2)cc1 (stereo not given) do in these assays?
PREPL inhibitor: -8.7; PP5 inh: 2.8; LYPLA2 inh: 0.3; CTSL1 counter: -0.5; Efflux pump inh: 0.0; PP1 counter: 0.9; TPT1 inh: -1.4; GASC-1 inh: 20.7; core dimer inh: -0.7

Results for Cc1ccc(C(C)C)c(OCc2ccc(C(=O)N/N=C/c3cccc(O)c3O)cc2)c1 ?
PREPL inhibitor: 14.8; PP5 inh: 1.8; LYPLA2 inh: 2.2; CTSL1 counter: -0.9; Efflux pump inh: -0.2; PP1 counter: 23.2*; TPT1 inh: 4.7; GASC-1 inh: 10.7; core dimer inh: 11.4

What do the screens show for `Cc1ccc(S(=O)(=O)Nc2ccc3c(c2)OCCO3)c(C)c1NS(C)(=O)=O`?
PREPL inhibitor: -2.9; PP5 inh: -2.6; LYPLA2 inh: -7.3; CTSL1 counter: -0.2; Efflux pump inh: 0.0; PP1 counter: -3.8; TPT1 inh: 0.3; GASC-1 inh: 5.6; core dimer inh: 6.5

How did COc1ccc(NCc2ccc([N+](=O)[O-])s2)c(OC)c1 do in these assays?
PREPL inhibitor: 19.5; PP5 inh: -1.1; LYPLA2 inh: 1.9; CTSL1 counter: -1.2; Efflux pump inh: 0.1; PP1 counter: 0.8; TPT1 inh: -0.7; GASC-1 inh: -3.7; core dimer inh: -7.5

Results for NC(=O)COC(=O)c1cc(-c2cccs2)nn1-c1ccccc1 ?
PREPL inhibitor: -2.1; PP5 inh: -0.8; LYPLA2 inh: 5.8; CTSL1 counter: 1.7; Efflux pump inh: 0.0; PP1 counter: 5.7; TPT1 inh: 0.6; core dimer inh: -0.5

What do the screens show for `COc1ccc(NC(=O)COC(=O)c2ccncc2)c(OC)c1`?
PREPL inhibitor: 9.4; PP5 inh: 0.7; LYPLA2 inh: 2.1; CTSL1 counter: -2.4; Efflux pump inh: -0.1; PP1 counter: -1.9; TPT1 inh: -4.4; GASC-1 inh: -6.7; core dimer inh: -3.3

How did O=C(/C=C/c1ccccc1)NCCS(=O)(=O)N1CCN(c2ccc(F)cc2)CC1 do in these assays?
PREPL inhibitor: -6.2; PP5 inh: -0.9; LYPLA2 inh: -0.6; CTSL1 counter: 2.7; Efflux pump inh: -0.1; PP1 counter: 0.6; TPT1 inh: -2.9; GASC-1 inh: 15.0; core dimer inh: 0.2

How did c1ccc(C2=Nn3c(nnc3-c3ccco3)SC2)cc1 do in these assays?
PREPL inhibitor: 10.3; PP5 inh: 3.1; LYPLA2 inh: 4.3; CTSL1 counter: -2.3; Efflux pump inh: -0.2; PP1 counter: 4.2; TPT1 inh: 0.2; GASC-1 inh: -3.5; core dimer inh: 0.4

Results for O=C(c1ccc(Br)o1)N1CCN(c2ccccn2)CC1 ?
PREPL inhibitor: -2.4; PP5 inh: -0.1; LYPLA2 inh: -3.4; CTSL1 counter: 0.4; Efflux pump inh: 0.1; PP1 counter: -7.7; TPT1 inh: -3.1; GASC-1 inh: 2.5; core dimer inh: -1.2

Compound activity: PubChem BioAssay, several laboratories
